MITF TRPM1 inh: reduces MITF-dependent TRPM1 promoter luciferase signal; SK-MEL-5 TRPM1 promoter luciferase, 24 h; inhibition, % at 12.5 µM; 330,000 compounds, 0.83% hits; AID 488899;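 active = mean inhibition across replicates of 60% or more, whatever share of single replicates reaches that level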; also: values of inactives mirror those of a sister screen read the other way
KKLEB cytotox: counter-screen for CF NF-kB inhibitors: cytotoxicity; activity change (cytotoxicity), % at 5 µM; 360,000 compounds, 0.36% hits; KKLEB CF airway cells viability, ATPlite luminescence, overnight; stronger effect = lower value; cells stimulated with P. aeruginosa culture filtrate;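 active = corrected activity change at or below -50% at 5 µM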
NR2E3 ag-1: agonists of human NR2E3 nuclear receptor; Q9Y5X4; 360,000 compounds, 0.35% hits; AID 602229; inhibition of corepressor binding, % at 3.98 µM; CHO-S Gal4-NCOR/VP16-NR2E3 two-hybrid, luciferase;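 active = inhibition above the mean of all tested compounds plus 3 SD, cut at about 70% in these data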;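 also: 0% = DMSO with NR2E3 transfected cells and 100% = cells lacking NR2E3 construct; higher means lower luciferase signal from less NR2E3 corepressor binding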
Target sequence (Q9Y5X4 whole entry, looked up, the tested form may be a part): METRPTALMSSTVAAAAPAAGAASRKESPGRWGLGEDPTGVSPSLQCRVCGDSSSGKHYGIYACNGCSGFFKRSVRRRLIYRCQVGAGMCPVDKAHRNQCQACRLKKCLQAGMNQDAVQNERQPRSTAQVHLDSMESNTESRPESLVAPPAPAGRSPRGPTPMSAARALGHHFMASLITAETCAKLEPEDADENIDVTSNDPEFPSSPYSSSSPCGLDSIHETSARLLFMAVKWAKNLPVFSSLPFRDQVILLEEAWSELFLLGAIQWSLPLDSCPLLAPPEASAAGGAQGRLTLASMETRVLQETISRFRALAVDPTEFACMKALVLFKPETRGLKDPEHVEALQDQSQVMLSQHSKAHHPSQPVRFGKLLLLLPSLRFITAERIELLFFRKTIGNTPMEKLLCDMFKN
HIF-2a block: inhibitors of HIF-2a; 786-0 RCC cells HIF-2a reporter, luciferase luminescence, overnight; inhibition, % at 18.8 µM; 360,000 compounds, 0.72% hits;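 active = inhibition of the luminescence signal of 40% or more relative to plate controls, in a single-dose primary screen at 18.75 µM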
Peg3 prom inh: inhibitors of Peg3 promoter; AID 588405; inhibition, % at 20 µM; 360,000 compounds, 1.7% hits; HeLa PEG-Prom luciferase reporter, luminescence, overnight;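 active = inhibition of at least 50% at 20 µM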
NR2E3 ag-2: agonists of human nuclear receptor NR2E3 | inhibition of corepressor binding, % at 4.78 µM | GST-NR2E3/biotin-RetCOR TR-FRET, 1536-well | AID 2300 | 320,000 compounds, 0.12% hits;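 active = percent inhibition above the cutoff of mean plus 3 SD of all tested compounds, set per screening campaign, cut at about 20% in these data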;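 also: 0% = DMSO wells and 100% = biotin wells as full block of FRET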
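System: GST-tagged NR2E3 plus biotinylated RetCOR corepressor; Buffer or medium: pH 7.5 Tris-based buffer; Probe or stimulus: RetCOR corepressor, biotinylated, 7 nM; Doses: compound at 4.8 µM, single dose; Schedule: 5 h incubation at 4 °C; Technique: time-resolved FRET; Evaluation: percent inhibition of TR-FRET ratio; Replication: one well per compound, singlicate testing.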
C8 TRAIL sens: caspase-8 TRAIL sensitization; NB7+C8 cells + TRAIL, ATPlite viability luminescence; inhibition (viability loss, TRAIL sensitization), % at 10 µM; 360,000 compounds, 1% hits;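 active = compounds causing at least 50% loss of cell viability in the single-dose screen, relative to plate controls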
TWEAK-Fn14 inh: TWEAK-Fn14 signaling inhibition. 360,000 compounds, 2% hits. AID 1159606. inhibition, % at 10 µM. TWEAK-stimulated Fn14 reporter cells, luciferase luminescence, 8 h; in the data active = inhibition above about 50%
TROY signal inh: TROY signaling inhibition; Q293 LMP1-TROYcd NF-kB luciferase reporter, 4 h; inhibition, % at 10 µM; 360,000 compounds, 0.98% hits; AID 1347056;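 active = compounds whose plate-normalised and pattern-corrected inhibition of the luciferase reporter signal at the single screening dose is 50% or more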
CF NFkB inh: inhibitors of cystic fibrosis induced NF-kB; KKLEB NF-kB-GFP reporter, PAF-induced, GFP fluorescence overnight; inhibition, % at 5 µM; 360,000 compounds, 0.86% hits; AID 588850;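 active = at least 50% inhibition at 5 µM, scaled per plate between neutral and stimulator controls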;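 also: PAF is a Pseudomonas aeruginosa culture filtrate used as stimulus; plate controls were PAF-stimulated DMSO wells for no effect and unstimulated DMSO wells for full effect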
Shn3 inh set2: Schnurri-3 reporter inhibition in Clone20 osteoblasts; Clone20 osteoblast Shn3 3'UTR firefly luciferase, 24 h; inhibition, % at 12.5 µM; 360,000 compounds, 0.52% hits;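 active = mean inhibition of at least 75% with every replicate also reaching 75%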;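 also: 0% = median of neutral control wells and 100% = pilot-screen positive control compound; some compounds past the cut are filed as inactive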
* = called active by the depositor; / = not tested or not shown. The list is partial; count on the stated rates, not on these rows.

SMILES	MITF TRPM1 inh	KKLEB cytotox	NR2E3 ag-1	HIF-2a block	Peg3 prom inh	NR2E3 ag-2	C8 TRAIL sens	TWEAK-Fn14 inh	TROY signal inh	CF NFkB inh	Shn3 inh set2
CC1(C)CC(=O)C2=C(C1)NC1=C(C(=O)c3ccccc31)C2c1cc([N+](=O)[O-])ccc1O (stereo unspecified)	4	1	-6	25	17	-1	-4	28	26	0	14
O=C(COc1ccc(S(=O)(=O)N2CCOCC2)cc1)NCCCn1ccnc1	-2	12	-4	3	-6	-4	3	24	1	10	9
Cn1c(=O)c2cc(S(=O)(=O)N3CCC(c4ccccc4)CC3)ccc2n(C)c1=O	1	16	2	7	7	-1	-18	-9	14	8	17
O=[N+]([O-])c1ccccc1Nc1c2ccccc2nc2ccccc12	5	-14	-7	20	16	2	32	-20	8	-14	42
COc1ccccc1NC(=O)c1ccc(NC2=NC3CS(=O)(=O)CC3S2)cc1 (stereo unspecified)	/	9	2	9	18	8	0	-23	8	3	11
Nc1nc(=S)c2[nH]cnc2[nH]1	78*	-6	7	13	63*	1	75*	25	-11	2	-4
NNC(=O)c1[nH]c2ccc([N+](=O)[O-])cc2c1-c1ccccc1	/	9	-21	13	19	-3	-8	-7	22	-14	0
COc1ccc(C2=NC(=O)/C(=C\c3cc(OC)c(OC)c(OC)c3)O2)cc1	-3	-4	16	7	-4	6	-13	33	6	16	-10
CCC(CC)c1nnc(NC(=O)CSCC(=O)Nc2cc(C)on2)s1	5	-20	-9	19	18	0	-6	-9	15	22	-5
O=S(=O)(c1ccccc1Cl)N1CCC(Cc2ccccc2)CC1	16	6	-14	16	18	-2	-4	-1	6	1	11
COc1ccccc1CCc1nnc(CCC(=O)N(C)Cc2cccc3ncccc23)o1	2	9	9	-34	-19	2	2	-3	-11	6	6
O=C(Nc1cccc([N+](=O)[O-])c1)c1ccc2nc(N3C(=O)CCC3=O)sc2c1	4	3	-11	2	-30	0	14	7	21	0	5
CCCN1CCN(C(=O)c2ccc(S(=O)(=O)N(C)c3ccccc3OC)cc2)CC1	/	-4	10	13	3	/	3	1	1	20	-5
COc1ccc(CN(C)C(C)C(=O)Nc2ccc(S(=O)(=O)N3CCCCC3)cc2)c(OC)c1 (stereo unspecified)	12	-8	19	-1	15	/	2	14	9	31	16
O=C(O)CC/C(=C\c1ccc(N2CCCC2)c([N+](=O)[O-])c1)c1nc2ccccc2s1	4	-1	-20	3	5	5	-4	4	25	-2	-2
C=CCn1c(COc2cccc(C)c2)nnc1SC(C)C(=O)NC1CC1 (stereo unspecified)	2	14	-7	9	8	6	-4	-10	-6	9	6
CC1C/C(=N/Nc2nc3ccccc3[nH]2)CC(C)(C)C1 (stereo unspecified)	15	-4	-54	-66	-15	2	1	-18	14	5	5
CCOc1ccc(NC(=S)Nc2ccc(OC)cc2)cc1	3	-3	-6	-36	0	-1	2	0	-34	19	0
COc1cccc(C(=O)/C=C2\NCCc3cc(OC)c(OC)cc32)c1	-25	-33	13	-8	3	1	-1	-18	3	22	3
Nc1[nH]c(=O)nc2snnc12	5	19	-3	1	3	/	7	-1	4	-1	-15
CN(C)CCCN(CCCN(C)C)C(=S)Nc1ccc(S(=O)(=O)N2CCOCC2)cc1	-2	11	-12	13	7	0	5	-4	10	-26	3
CC(=O)Nc1ccc(N=Cc2nc(-c3ccc(C)cc3)oc2O)cc1	3	1	-2	-29	2	-5	7	-3	3	9	-1
CCOC(=O)C1=C(N)OC2=C(C(=O)CCC2)C1c1ccc2c(c1)OCO2 (stereo unspecified)	-2	-13	-11	-5	-5	3	-4	9	-12	2	-4
CC(CCCC(C)(C)O)NC(=O)c1ccc(OC2CCN(C(=O)C3CC3)CC2)cc1 (stereo unspecified)	7	5	-54	12	-172	5	9	6	1	18	-11
COc1cccc(CNCCO)c1OCc1ccc(Cl)cc1	3	-2	-2	14	-2	3	-3	-8	-17	-1	-9
Cc1cc(C)n2nc(SCc3ccccc3F)nc2n1	-25	-3	-17	-65	-55	-2	-2	3	-10	-2	-6
Cc1ccc(C2CC(c3ccco3)=NN2S(C)(=O)=O)cc1 (stereo unspecified)	-8	10	-28	-67	-56	2	4	13	-4	-1	-20
Cc1ccc(NC(=O)/C(C#N)=C(\N)C(Cl)(Cl)Cl)nc1	57	13	-39	-185	-131	1	16	-14	-21	-10	-89
COC(=O)CNC(=O)Cn1c(=O)n(Cc2ccc(F)cc2)c(=O)c2sccc21	2	-8	-7	15	18	1	-15	26	9	-3	-8
CC(C)CC(=O)Nc1ccccc1Oc1ccccc1	-12	1	-14	2	13	-1	0	6	-8	1	2
CC(CC(=O)Nc1ccccc1C(F)(F)F)c1ccccc1 (stereo unspecified)	5	4	-1	12	1	2	0	-10	-14	5	20
O=C(Nc1cccc(C(F)(F)F)c1)C(Sc1n[nH]c(=O)[nH]c1=O)c1ccccc1 (stereo unspecified)	4	-2	-15	-1	-4	0	-11	14	-17	-2	2
CCOc1ccc(N2CC(C(=O)N3CCc4ccccc4C3)CC2=O)cc1 (stereo unspecified)	-7	0	-1	6	5	-1	1	5	7	1	6
CC(C)NC(=O)CSc1nc(N)c(-c2ccccc2)c(=O)[nH]1	-13	-6	16	18	20	0	-3	-6	-2	17	8
Cn1c(=O)c(-c2ccccc2)cc2ccccc21	-11	-3	-17	-158	-149	/	7	1	-24	-22	-14
Cn1nc(C(=O)NCc2ccccc2CN2CCCC2)c2ccccc2c1=O	-4	-6	3	15	2	/	6	-9	-2	-8	54
COc1ccc(CNc2nc3ccccc3n2CCN2CCCCC2)cc1	-9	-13	-15	19	4	5	-4	-26	9	4	38
CCN(CC)S(=O)(=O)c1cc(NC(=O)Cc2ccsc2)ccc1C	11	-10	-18	12	23	5	-2	33	8	-6	17
CC1CCCN(CCC(=O)c2ccccc2)C1 (stereo unspecified)	11	18	0	7	8	/	8	14	1	-6	79
CSCC[C@H](NC(=O)[C@@H]1Cc2ccccc2CN1)C(=O)NC[C@H]1CC[C@H](C(=O)O)CC1	-89	0	10	4	3	1	-7	4	-6	-9	0
Cn1cnc([N+](=O)[O-])c1Sc1nc2ccccc2[nH]1	/	-9	13	28	6	4	-2	10	3	16	15
FC(F)(F)c1cc(Cl)c2nnc(-c3ccccn3)n2c1	4	3	-22	1	5	-3	9	25	13	-24	-20
COC(=O)c1ccc(NC(=S)NCCc2ccccc2)cc1	25	0	26	-10	-22	3	8	-14	1	-13	12
Cc1nc2c(C)cccc2cc1C(=O)N/N=C/c1cccnc1	-2	-8	-42	6	2	-2	35	-16	4	2	-1
Cc1ccc(NC(=O)CSCC(=O)N(C)CCOc2ccc(Cl)cc2)cc1	8	-12	-7	-15	13	/	2	-5	11	17	-5
COc1cc(CNc2ccc3[nH]c(=O)[nH]c3c2)cc(Br)c1OCC(=O)NC(C)(C)C	-15	14	-28	11	10	2	-5	17	4	-10	-4
Cc1c(C(=O)O)oc2ccc(S(=O)(=O)NCc3ccc4c(c3)OCO4)cc12	0	0	-2	-11	-2	-2	-7	8	-24	5	-8
Cc1cccc(C(=O)NCCCNC(=O)c2cccc(C)c2)c1	-9	-2	18	9	5	/	-13	13	-7	26	-5
Cc1ccc(S(=O)(=O)Nc2ccccc2F)cc1C(=O)N1CCCC1	4	-1	16	16	12	1	6	3	8	0	3
O=C(CN1C(=O)c2ccccc2C1=O)Nc1ccccc1C(=O)N1CCCC1	-6	-13	-14	20	1	-2	-7	2	-5	19	18
Cc1cc(C)nc(N(C#N)Cc2ccc(Cl)cc2)n1	-8	-1	-9	2	-3	1	-3	-14	6	-11	10

Of the compounds above, these contain an aryl methoxy group:
SMILES	MITF TRPM1 inh	KKLEB cytotox	NR2E3 ag-1	HIF-2a block	Peg3 prom inh	NR2E3 ag-2	C8 TRAIL sens	TWEAK-Fn14 inh	TROY signal inh	CF NFkB inh	Shn3 inh set2
COc1ccccc1NC(=O)c1ccc(NC2=NC3CS(=O)(=O)CC3S2)cc1 (stereo unspecified)	/	9	2	9	18	8	0	-23	8	3	11
COc1ccc(C2=NC(=O)/C(=C\c3cc(OC)c(OC)c(OC)c3)O2)cc1	-3	-4	16	7	-4	6	-13	33	6	16	-10
COc1ccccc1CCc1nnc(CCC(=O)N(C)Cc2cccc3ncccc23)o1	2	9	9	-34	-19	2	2	-3	-11	6	6
CCCN1CCN(C(=O)c2ccc(S(=O)(=O)N(C)c3ccccc3OC)cc2)CC1	/	-4	10	13	3	/	3	1	1	20	-5
COc1ccc(CN(C)C(C)C(=O)Nc2ccc(S(=O)(=O)N3CCCCC3)cc2)c(OC)c1 (stereo unspecified)	12	-8	19	-1	15	/	2	14	9	31	16
CCOc1ccc(NC(=S)Nc2ccc(OC)cc2)cc1	3	-3	-6	-36	0	-1	2	0	-34	19	0
COc1cccc(C(=O)/C=C2\NCCc3cc(OC)c(OC)cc32)c1	-25	-33	13	-8	3	1	-1	-18	3	22	3
COc1cccc(CNCCO)c1OCc1ccc(Cl)cc1	3	-2	-2	14	-2	3	-3	-8	-17	-1	-9
COc1ccc(CNc2nc3ccccc3n2CCN2CCCCC2)cc1	-9	-13	-15	19	4	5	-4	-26	9	4	38
COc1cc(CNc2ccc3[nH]c(=O)[nH]c3c2)cc(Br)c1OCC(=O)NC(C)(C)C	-15	14	-28	11	10	2	-5	17	4	-10	-4

From PubChem BioAssay
